# CF NFkB inh = blocks PAF-induced NF-kB reporter in cystic fibrosis cells. KKLEB NF-kB-GFP reporter, GFP fluorescence overnight. inhibition, % at 5 µM. actives 0.86% (n = 360,000);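 active = at least 50% inhibition at 5 µM, scaled per plate between neutral and stimulator controls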;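 also: PAF is a Pseudomonas aeruginosa culture filtrate used as stimulus; plate controls were PAF-stimulated DMSO wells for no effect and unstimulated DMSO wells for full effect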
# NR2E3 ag-1 = human photoreceptor-specific nuclear receptor agonism. inhibition of corepressor binding, % at 3.98 µM. actives 0.35% (n = 360,000). AID 602229. CHO-S Gal4-NCOR/VP16-NR2E3 two-hybrid, luciferase. Q9Y5X4;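 active = inhibition above the mean of all tested compounds plus 3 SD, cut at about 70% in these data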;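 also: 0% = DMSO with NR2E3 transfected cells and 100% = cells lacking NR2E3 construct; higher means lower luciferase signal from less NR2E3 corepressor binding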
# Target sequence (Q9Y5X4 whole entry, looked up, the tested form may be a part): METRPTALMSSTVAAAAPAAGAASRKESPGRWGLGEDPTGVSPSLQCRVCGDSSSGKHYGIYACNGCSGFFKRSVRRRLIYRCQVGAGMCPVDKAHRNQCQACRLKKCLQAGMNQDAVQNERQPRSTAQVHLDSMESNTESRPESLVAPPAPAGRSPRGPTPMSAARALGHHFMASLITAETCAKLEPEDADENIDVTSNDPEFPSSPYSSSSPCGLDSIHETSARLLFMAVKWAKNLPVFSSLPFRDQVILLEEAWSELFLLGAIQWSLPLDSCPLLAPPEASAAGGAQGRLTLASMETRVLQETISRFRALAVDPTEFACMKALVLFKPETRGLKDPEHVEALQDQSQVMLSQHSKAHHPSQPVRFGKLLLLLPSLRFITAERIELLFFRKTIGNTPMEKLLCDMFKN
# TRPM1 prom inh = inhibitors of MITF-driven TRPM1 promoter in melanoma cells; inhibition, % at 12.5 µM; actives 0.83% (n = 330,000); SK-MEL-5 TRPM1 promoter luciferase, 24 h;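 active = mean inhibition across replicates of 60% or more, whatever share of single replicates reaches that level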; also: values of inactives mirror those of a sister screen read the other way
# iPSC survival up = increases survival of single human iPS cells; hiPSC single-cell survival, ATPlite luminescence; 100% = ROCK inhibitor wells, 0% = DMSO; survival enhancement, % at 20 µM; actives 0.044% (n = 360,000); in the data active = survival enhancement above about 18%;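 also: cells exposed to compounds for 16 hours before the ATP read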
# Shn3 3UTR inh = inhibitors of Schnurri-3 3'UTR reporter in osteoblasts; inhibition, % at 12.5 µM; actives 0.52% (n = 360,000); Clone20 osteoblast Shn3 3'UTR firefly luciferase, 24 h;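 active = mean inhibition of at least 75% with every replicate also reaching 75%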;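 also: 0% = median of neutral control wells and 100% = pilot-screen positive control compound; some compounds past the cut are filed as inactive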
# KKLEB cytotox = reduces viability of KKLEB cystic fibrosis airway cells. KKLEB CF airway cells viability, ATPlite luminescence, overnight; active compounds read low; cells stimulated with P. aeruginosa culture filtrate. activity change (cytotoxicity), % at 5 µM. actives 0.36% (n = 360,000);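 active = corrected activity change at or below -50% at 5 µM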
# HIF-2a block = blocks HIF-2a reporter activity; 786-0 RCC cells HIF-2a reporter, luciferase luminescence, overnight; inhibition, % at 18.8 µM; actives 0.72% (n = 360,000);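 active = inhibition of the luminescence signal of 40% or more relative to plate controls, in a single-dose primary screen at 18.75 µM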
# Peg3 promoter = reduces Peg3 promoter-driven luciferase expression in HeLa; HeLa PEG-Prom luciferase reporter, luminescence, overnight; inhibition, % at 20 µM; actives 1.7% (n = 360,000); AID 588405;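 active = inhibition of at least 50% at 20 µM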
# TWEAK-Fn14 inh = inhibitors of TWEAK-Fn14 interaction signaling | TWEAK-stimulated Fn14 reporter cells, luciferase luminescence, 8 h | inhibition, % at 10 µM | actives 2% (n = 360,000) | AID 1159606; in the data active = inhibition above about 50%
# NR2E3 ag-2 = agonists of human nuclear receptor NR2E3 | GST-NR2E3/biotin-RetCOR TR-FRET, 1536-well | inhibition of corepressor binding, % at 4.78 µM | actives 0.12% (n = 320,000) | AID 2300;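 active = percent inhibition above the cutoff of mean plus 3 SD of all tested compounds, set per screening campaign, cut at about 20% in these data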;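 also: 0% = DMSO wells and 100% = biotin wells as full block of FRET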
#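 System: GST-tagged NR2E3 plus biotinylated RetCOR corepressor; Amount: 1.35 nM GST-tagged NR2E3 final; Dosing: single nominal compound dose of 4.8 µM; Schedule: 5 h incubation at 4 °C; Technique: TR-FRET with europium anti-GST and streptavidin-D2, 340 nm excitation; Controls: biotin wells as high control, 0.6% DMSO wells as low control.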
# aDG glyco act = alpha-DG glycosylation activation. Pro5-aDG cells, alpha-DG glycosylation AlphaScreen (IIH6); 0% Pro5, 100% B10-LARGE cell signal. activation, % at 10 µM. actives 0.22% (n = 360,000). AID 624168;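 active = activation of at least 8% versus controls, or a plate z-score of at least 8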;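 also: Pro5 are CHO cells carrying HIG-tagged alpha-DG that lacks glycosylation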
# Active calls of the source: *; · = no result given.
no.	Structure	iPSC survival up	CF NFkB inh	KKLEB cytotox	HIF-2a block	Peg3 promoter	TWEAK-Fn14 inh	NR2E3 ag-2	TRPM1 prom inh	Shn3 3UTR inh	NR2E3 ag-1	aDG glyco act
1	COc1cc(/C=N/n2nnnc2N)ccc1OC(C)=O	-0.7	11.1	0.8	23.2	15.3	-11.2	·	-1.5	1.4	-3.4	-0.1
2	CCN(CC)C(=O)c1ncn2c1C(=O)N(C)CC2	-1.0	11.5	-7.2	12.1	3.1	-6.0	·	·	-6.1	2.2	0.0
3	CCOC(=O)c1c(C)n(-c2ccc(C)cc2)c2c(C(C(C)=O)C(=O)O)c(Br)c(O)c(O)c12 (centres undefined)	-0.6	28.6	-22.9	35.2	7.9	4.3	1.5	11.4	-1.4	-5.7	0.7
4	CCCN1C2CCCC1CC(NC(=O)c1ccc(F)cc1)C2 (centres undefined)	3.5	-5.2	0.0	13.7	11.1	-16.2	2.2	0.6	4.7	-17.6	-0.4
5	COCCNC(=O)CN(Cc1ccc(F)cc1)C(=O)CCC(=O)Nc1nccs1	-0.3	7.9	-5.4	1.4	-14.2	23.3	2.0	-0.2	12.9	-34.9	-0.2
6	COc1ccc(S(=O)(=O)N2CCC[C@H]2C(=O)N2CCC[C@H]2C(=O)NCc2ccncc2)cc1C	-0.6	·	·	-4.4	·	1.9	·	·	·	-8.1	-0.2
7	Cc1ccc2[nH]c(O)c(N=NC(=O)CCc3ccccc3)c2c1Br	-0.8	-12.7	2.2	-7.3	2.3	3.6	-0.6	3.9	3.2	-18.4	1.0
8	Cc1cc(C(=O)Nc2c(C)nn(Cc3ccccc3Cl)c2C)no1	-2.1	-5.7	-4.9	0.6	18.2	11.7	2.4	0.9	4.5	14.1	0.0
9	CC(=O)N(CCCCl)C(C#N)c1ccccc1 (centres undefined)	-1.3	15.1	-6.7	6.3	1.7	-3.0	2.8	5.2	14.8	-27.0	0.1
10	COc1ccc(Cl)cc1C(=O)Nc1nnn(C)n1	-2.2	-16.1	-8.1	6.8	-7.7	-0.2	-1.1	3.3	-0.3	24.8	0.1
11	CC1CN(S(=O)(=O)c2cccc(C(=O)Nc3ccc(S(=O)(=O)Nc4ncccn4)cc3)c2)CC(C)O1 (centres undefined)	0.0	8.9	-11.8	8.4	2.7	2.3	·	-5.5	-12.4	5.2	-0.3
12	O=S(=O)(N1CCCCC1)N1CCCN(S(=O)(=O)N2CCCCC2)CC1	-2.8	-14.3	3.1	8.8	3.6	-2.4	1.0	0.3	-4.7	-4.9	0.0
13	COc1ccc(-c2csc(NC(=O)c3c(C)noc3C)n2)cc1F	-0.3	-4.7	-11.4	-55.5	-34.8	20.3	·	-22.9	-18.7	0.5	0.2
14	COc1cccc(C(=O)Cn2c(=O)n(CC3CCCO3)c(=O)c3ccccc32)c1 (centres undefined)	3.3	-2.6	1.6	13.4	16.2	1.8	-2.2	8.6	9.1	7.8	-0.2
15	CCOc1ccccc1C(=O)NCC(=O)OCC(=O)N1CCCC1	-3.8	-3.6	9.7	-1.3	10.3	11.7	·	-6.6	10.6	5.6	-0.1
16	CN(C)CCOc1ccc2c(c1)C(=O)C(=Cc1ncc([N+](=O)[O-])n1C)C2	-6.2	-64.1	-16.5	21.3	103.2*	-0.1	·	·	50.9	-24.0	-0.3
17	COc1ccc(C(=O)/C=C/Nc2ccc(S(=O)(=O)Nc3nc(C)cc(C)n3)cc2)cc1OC	-0.9	-6.5	-12.8	24.6	18.8	-16.4	1.6	1.8	-6.3	-9.0	0.0
18	O=C(Nc1ccc(F)cc1)c1cccc2c1C(=O)N(Cc1ccccn1)C2	0.2	-15.6	7.9	-74.8	-24.3	-7.3	2.8	-14.1	-0.9	-23.4	0.2
19	NNC(=O)C1SCCN1S(=O)(=O)c1ccc(Cl)cc1 (centres undefined)	0.2	-17.2	-3.1	11.0	-11.6	-6.2	3.8	-5.9	-3.6	-16.8	-0.1
20	Cc1cccc(C)c1NC(=O)c1nc(S(=O)(=O)Cc2ccccc2)ncc1Cl	-0.2	94.7*	-88.5*	76.8*	100.2*	74.5*	2.3	90.8*	96.3*	-49.3	-0.2
21	Cc1cc(F)ccc1NC(=O)Nc1ccc2c(c1)OCO2	-0.4	-9.9	8.2	-72.5	-46.6	-1.4	2.9	-13.8	-7.1	-16.6	-0.2
22	CCc1cccc(OCC(=O)Nc2cc(Cl)ccc2-n2cncn2)c1	0.2	-7.3	9.1	-18.4	-10.9	9.3	4.6	3.7	-2.5	-1.5	0.9
23	Cc1cc(NC(=O)CCC(=O)N(CC(=O)NC2CCCC2)c2cccc(C)c2C)no1	-3.6	10.8	-4.1	12.4	14.0	-0.4	2.9	-8.3	3.4	-18.7	-0.3
24	CN=CC1=C(O)C(C(=O)OC)C(C)(C)CC1=O (centres undefined)	2.8	-5.0	8.8	20.5	3.8	-4.0	-1.6	6.4	14.6	-22.8	0.7
25	CC1CCCC/C1=N\Nc1ccc(S(N)(=O)=O)cc1[N+](=O)[O-] (centres undefined)	-0.9	-6.0	1.0	-6.6	-39.8	-44.8	1.4	5.1	20.2	-1.5	0.8
26	CC(C)n1cc(C(N)=S)c(=O)n(Cc2ccccc2)c1=O	-0.2	-9.2	8.0	21.9	3.6	3.3	-0.2	-1.8	-2.7	-7.8	0.1
27	CC1=NN(/C(=N\c2nnc(C)s2)Nc2ccccc2)[C@H](c2ccc(C)cc2)S1	-1.4	4.3	-9.8	11.9	13.9	-7.3	0.2	-6.5	0.0	-4.1	-0.2
28	CN(Cc1ccc(F)cc1)C(=O)C(Cc1ccccc1)NC(=O)c1ccccc1 (centres undefined)	-0.2	-12.6	0.6	14.8	34.7	22.7	4.1	5.9	16.6	8.8	-0.5
29	Cc1ccccc1C(=O)Oc1cccc2c(O)cccc12	-0.4	-3.5	8.8	5.4	2.9	14.5	-0.3	2.5	10.9	-9.9	0.0
30	NC(c1csc(NC(=O)c2cccc(OC(F)(F)F)c2)n1)c1ccccc1Cl (centres undefined)	-0.5	12.3	-12.2	-3.1	24.5	-12.8	·	·	45.4	14.0	3.7

# Next part
no.	Structure	iPSC survival up	CF NFkB inh	KKLEB cytotox	HIF-2a block	Peg3 promoter	TWEAK-Fn14 inh	NR2E3 ag-2	TRPM1 prom inh	Shn3 3UTR inh	NR2E3 ag-1	aDG glyco act
31	Cc1ccc(NC(=O)c2cc(-c3ccc4c(c3)OCO4)on2)cc1	0.8	-12.7	0.1	-30.1	-62.1	-11.8	1.1	-25.5	19.5	-29.2	-0.1
32	CCN(C(=O)c1c(-c2ccccc2)noc1C)c1ccccc1	2.8	2.7	-0.6	26.9	16.6	-5.3	3.2	-9.0	0.0	-20.0	-0.2
33	CCN1C(=O)S/C(=C/c2ccc(Oc3ccc([N+](=O)[O-])cn3)c(OC)c2)C1=O	0.4	-18.8	13.1	-23.2	-24.9	11.1	4.2	-9.9	18.8	-9.3	0.9
34	Cc1ccc(NS(=O)(=O)c2cccc(C(=O)NCC(c3ccc(F)cc3)N3CCOCC3)c2)cc1 (centres undefined)	-0.4	-36.9	6.3	11.9	11.6	9.7	-3.5	5.6	-37.3	15.5	1.3
35	CCCOC(=O)c1cc(NC(=O)/C=C/c2ccccc2)ccc1O	0.7	-5.1	19.4	-91.7	-48.6	1.9	3.0	·	-8.3	-6.1	0.5
36	COc1ccc(S(=O)(=O)N(CCCN2CCOCC2)Cc2cccc3ccccc23)cc1	-1.3	-2.5	-0.1	4.5	14.6	91.7*	1.1	4.5	4.2	16.3	0.0
37	O=C(c1cc(-c2ccccc2O)on1)N1CCc2ccccc2C1	-1.3	-11.3	17.4	-196.4	-239.0	-28.6	-0.7	-29.0	-20.9	-54.6	0.1
38	CCOc1ccc(CCNC(=O)CS(=O)Cc2nc(-c3ccccc3Cl)oc2C)cc1OCC (centres undefined)	1.3	-9.8	-0.4	19.4	8.2	-13.0	-4.6	-10.9	9.6	3.5	0.0
39	CC(NC(=O)c1ccc(Cl)c(Cl)c1)c1ccc(-c2ccccc2)cc1 (centres undefined)	-0.3	13.4	-11.5	10.8	11.7	-13.3	-0.3	6.6	9.9	-14.1	0.1
40	CCN1C(=O)[C@H]2[C@@H](c3ccc(-c4ccc(F)cc4)cc3)N[C@@](CC(C)C)(C(=O)OC)[C@H]2C1=O	-3.9	1.4	15.2	7.1	-9.0	-8.0	1.5	-7.1	26.4	6.9	-0.3
41	CCCNC(=O)c1cc(-c2ccccc2)c(N2CCCCC2)s1	0.1	9.8	-11.7	6.4	29.0	-7.0	3.0	11.3	9.4	-22.4	-0.2
42	C=CCn1cccc(C(=O)Nc2ccc(Cl)cc2)c1=O	-0.1	10.0	4.3	-235.0	-298.1	20.1	-0.4	-79.7	-43.6	-73.8	0.1
43	O=C(Nc1ccc(O)c(-c2nc3ccccc3s2)c1)c1cc(=O)c2ccccc2o1	1.0	6.4	-28.5	6.2	40.4	-19.2	-2.5	9.9	4.9	5.5	0.0
44	O=C(O)c1ccccc1C(=O)NCCc1c(C(=O)O)[nH]c2ccc(Cl)cc12	1.8	0.1	16.4	4.4	-14.9	-22.2	1.0	-5.1	4.0	9.3	-0.2
45	COc1ccccc1NC(=O)C(C)OC(=O)/C(=C/c1ccccc1)NC(C)=O (centres undefined)	-0.5	-8.6	10.4	2.9	3.3	9.6	-4.8	12.9	-15.7	4.6	0.1
46	CC(=O)Nc1ccc(NS(C)(=O)=O)cc1	-3.2	-4.8	-0.4	1.3	1.2	-0.5	2.1	-3.6	10.2	0.6	-0.2
47	C#CCOCCOCCOCCNc1nc(N2CCN(C(=O)Cn3cc(CCCCN)nn3)CC2)nc(N2CCN(C(=O)[C@H](C(C)C)n3cc(CCO)nn3)CC2)n1	-1.0	-8.0	5.7	4.6	1.7	-9.0	1.9	-7.8	6.5	-11.0	0.0
48	COc1ccc(C(=O)NC(=S)NC(C)(C)C)cc1Br	-4.0	2.6	-1.0	-287.6	-194.8	-28.0	0.9	-41.5	-57.8	-54.1	-0.1
49	Cc1cc(Br)ccc1NC(=O)C1CCCO1 (centres undefined)	-0.3	2.5	0.4	-8.3	-16.8	27.5	-0.8	6.6	-6.0	5.0	0.1

# 4 of the entries above in order of the Peg3 promoter value, largest number first.
item	Structure	Peg3 promoter
30	NC(c1csc(NC(=O)c2cccc(OC(F)(F)F)c2)n1)c1ccccc1Cl (centres undefined)	24.5
14	COc1cccc(C(=O)Cn2c(=O)n(CC3CCCO3)c(=O)c3ccccc32)c1 (centres undefined)	16.2
15	CCOc1ccccc1C(=O)NCC(=O)OCC(=O)N1CCCC1	10.3
42	C=CCn1cccc(C(=O)Nc2ccc(Cl)cc2)c1=O	-298.1

# Bioassay records deposited in PubChem BioAssay by several laboratories.
